RORgamma inh: qHTS for inhibitors of ROR gamma transcriptional activity. Nuclear receptor ROR-gamma (Mus musculus), P51450. Drosophila S2 Gal4-RORgamma UAS-luciferase reporter, 20 h. Potency, µM (highest dose often 53.6 µM), inactives show at the top dose activity change, negative = inhibition, hits mostly inhibitors. actives 5.4% (n = 310,000). AID 2551, 2010; note: potency is the fitted concentration of half-maximal effect; % is set by controls: 0 for no effect and ±100 for the full control effect; nearly all actives have a fitted effect of over 60% in size
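In this cell-based reporter format, copper sulfate (700 uM final) drives Gal4–ROR gamma fusion expression from a metallothionein promoter in Drosophila Schneider cells; compounds preincubated 1 hr, reporter read after 20 hr at ambient temperature.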
KCNH2 3.1 block: qHTS for Inhibitors of KCHN2 3.1: Mutant qHTS | Potassium voltage-gated channel subfamily H member 2, brain isoform KCNH2 3.1 (human) | U2OS KCNH2 3.1, thallium flux FluxOr; stronger effect = lower value | activity change, % (tested at about 1.8 µM) | actives 0.95% (n = 340,000);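 active = maximum activity change below -70%; inconclusive = maximum activity change from -70% to -50%; inactive = maximum activity change above -50%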;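 note: thallium influx rate constant from kinetic fluorescence after stimulation buffer; % is set by controls: 0 for no effect and ±100 for the full control effect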
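Kinetic fluorescence (2 min after stimulation buffer) measures Tl+ influx through KCNH2 3.1 expressed by viral transduction in U2OS cells; the rate constant is normalized against DMSO controls serving as positive and negative references.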
NPC1 promoter act: qHTS Assay for NPC1 Promoter Activators; Huh7 NPC1 promoter luciferase reporter, 24 h; Potency, µM (top dose mostly 9.22 µM), inactives show top-dose activation, most hits filed as activators; actives 2.4% (n = 320,000); AID 485313, 2010;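 note: potency is the fitted concentration of half-maximal effect; % of control where 0% means no effect; nearly all actives have a fitted effect of over 60% in size; reporter is driven by a mutant NPC1 promoter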
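Huh7 reporter cells (NPC1 promoter driving luciferase) are dosed with compound for 24 h at 37 °C, 5% CO2; luciferase detection reagent is then added and luminescence measured after 10 min at ambient temperature.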
ELG1 repair inh: qHTS screen for small molecules that inhibit ELG1-dependent DNA repair in human embryonic kidney (HEK293T) cells expressing luciferase-tagged ELG1. HEK293T ELG1-luciferase reporter, luminescence, 16 h; DNA damage induced by 5-fluorouridine. Potency, µM (highest dose often 46.1 µM), for the others: at the highest dose activity change, negative = inhibition, hits mostly inhibitors. actives 2.3% (n = 330,000); note: potency is the fitted concentration of half-maximal effect; % is set by controls: 0 for no effect and ±100 for the full control effect; nearly all actives have a fitted effect of over 55% in size
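Quantitative HTS, concentration-response format. 2,000 cells/well co-treated with 5-fluorouridine and compound, 16 hr in 5% CO2 at 37 °C; ONE-Glo luminescence read after 30 min.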
Rab9 promoter act: qHTS Assay for Rab9 Promoter Activators; Huh7 Rab9 promoter-luciferase reporter, luminescence, 24 h; Potency, µM (series often up to 9.22 µM), without a hit: at the highest dose activation, negative = inhibition, usual class: activators; actives 2.8% (n = 320,000); AID 485297, 2010; note: potency is the fitted concentration of half-maximal effect; % of control where 0% means no effect; nearly all actives have a fitted effect of over 60% in size
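Quantitative HTS format; Huh7 Rab9-luciferase reporter cells (1500/well) receive compound 2 h post-plating, incubate 24 h at 37 °C, then get luciferase reagent for 10 min before luminescence reading.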
PKM2 activator: qHTS Assay for Activators of Human Muscle isoform 2 Pyruvate Kinase. purified PKM2, Kinase-Glo ATP luminescence, activation; response scale: 0% is enzyme alone, no compound. Potency, µM (doses to about 57.5 µM), without a hit: at the top dose activation, hits mostly activators. actives 0.34% (n = 260,000); note: potency is the fitted concentration of half-maximal effect; % is set by controls: 0 for no effect and ±100 for the full control effect; nearly all actives have a fitted effect of over 55% in size
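ATP formation by purified human PK-M2, quantified via coupled luciferase luminescence after 1 h at room temperature with 0.1 mM ADP and 0.5 mM PEP final.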
Gal4-VP16 FLuc: VP16 counterscreen qHTS for inhibitors of ROR gamma transcriptional activity; AID 2546, 2010; actives 3.5% (n = 310,000); Drosophila S2 Gal4-VP16 UAS-luciferase, luminescence, 20 h; Potency, µM (titrated, usually from 53.6 µM), inactives show at the top dose activity, negative = inhibition, actives largely listed as inhibitors;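 note: Gal4-VP16 expression switched on by copper sulfate through the metallothionein promoter; potency is the fitted concentration of half-maximal effect; % is set by controls: 0 for no effect and ±100 for the full control effect; nearly all actives have a fitted effect of over 50% in size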
Mito fusion yeast: qHTS Assay for Small Molecule Inhibitors of Mitochondrial Division or Activators of Mitochondrial Fusion | actives 0.23% (n = 320,000) | S. cerevisiae fusion-defective mutant growth rescue, CellTiterGlo 48 h | Potency, µM (highest dose often 46.1 µM), without a hit: at the highest dose growth rescue (activation), most hits filed as activators;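 note: potency is the fitted concentration of half-maximal effect; % of control where 0% means no effect; nearly all actives have a fitted effect of over 45% in size; temperature-sensitive fusion mutants such as fzo1-1 at 37 °C on non-fermentable ethanol glycerol medium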
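Read-out: ATP-based luminescence (CellTiterGlo, 10 min ambient) reporting growth of fusion-defective ts yeast after 48 hours at 37C on glycerol/ethanol YPEG medium in the presence of compound.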
FLuc modulator: qHTS profiling assay for firefly luciferase inhibitor/activator using purifed enzyme and Km concentrations of substrates (counterscreen for miR-21 project); actives 6.9% (n = 360,000); Luciferin 4-monooxygenase (Photinus pyralis), P08659; purified FLuc, Km substrates, luminescence inhibition; Potency, µM (top dose mostly 57.5 µM), for the others: top-dose activity change, negative = inhibition, actives largely listed as inhibitors;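 note: potency is the fitted concentration of half-maximal effect; plate controls were vehicle for no effect and reference inhibitor for full effect; nearly all actives have a fitted effect of over 55% in size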
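Biochemical qHTS of compounds, final roughly 60 µM downward over six points, against 10 nM purified firefly luciferase using Km concentrations of substrates (10 uM D-luciferin, 10 uM ATP) in Tris acetate pH 7.5 buffer; luminescence output.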
MBNL1 CUG block: qHTS Assay for Inhibitors of MBNL1-poly(CUG) RNA binding; TR-FRET MBNL1-His/biotin-(CUG)12 binding, 665/545 ratio; Potency, µM (titrated, usually from 57.5 µM), for inactives: at the top dose activity change, negative = inhibition, actives largely listed as inhibitors; actives 0.036% (n = 280,000); AID 2675, 2010; active = well fitted inhibition curve with a large enough effect in the signal ratio, with a control signal flat, not every such curve was filed as active; inconclusive = small, poorly fitted or top-dose-only effect, or effect the other way, or a change in a side signal; inactive = no such curve, though single readings can be large or run the other way; the % refers to the signal ratio; note: potency is the fitted concentration of half-maximal effect; % is set by controls: 0 for no effect and ±100 for the full control effect
Target sequence (Q9NR56 whole entry, looked up): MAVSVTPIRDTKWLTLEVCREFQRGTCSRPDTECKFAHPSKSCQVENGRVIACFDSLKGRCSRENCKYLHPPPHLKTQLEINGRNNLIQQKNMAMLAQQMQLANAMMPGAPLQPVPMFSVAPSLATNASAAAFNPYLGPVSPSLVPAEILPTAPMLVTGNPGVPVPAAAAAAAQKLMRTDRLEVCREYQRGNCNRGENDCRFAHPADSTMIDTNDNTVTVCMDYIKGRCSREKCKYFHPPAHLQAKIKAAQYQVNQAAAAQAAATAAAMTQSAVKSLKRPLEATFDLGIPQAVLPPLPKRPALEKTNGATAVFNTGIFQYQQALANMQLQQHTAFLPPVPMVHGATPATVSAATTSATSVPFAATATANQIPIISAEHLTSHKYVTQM
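Compound titration spanned 92 nM–58 uM against the MBNL1-His/biotin-(CUG)12 complex. After 60 min at room temperature with 5 nM streptavidin-XL665 and 0.055 ng/ul terbium anti-His, ratiometric 665/545 nm emission (Ex 340 nm) normalized to controls.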
Menin-MLL TR inh: qHTS Assay for Inhibitors Targeting the Menin-MLL Interaction in MLL Related Leukemias: Competition With Texas Red Labeled MLL-derived Mutant Peptide; O00255; Menin + Texas Red MLL mutant peptide, fluorescence polarization; Potency, µM (doses to about 61.6 µM), inactives show top-dose FP activity change, negative = inhibition, most hits filed as inhibitors; actives 0.23% (n = 270,000); AID 1768, 2009; active = well fitted inhibition curve with a large enough effect in the polarisation, with a control signal flat, not every such curve was filed as active; inconclusive = small, poorly fitted or top-dose-only effect, or effect the other way, or a change in a side signal; inactive = no such curve, though single readings can be large or run the other way; the % refers to the polarisation; note: potency is the fitted concentration of half-maximal effect; % of control where 0% means no effect; many of its hits are not listed in these tables
Target sequence (O00255 whole entry, looked up): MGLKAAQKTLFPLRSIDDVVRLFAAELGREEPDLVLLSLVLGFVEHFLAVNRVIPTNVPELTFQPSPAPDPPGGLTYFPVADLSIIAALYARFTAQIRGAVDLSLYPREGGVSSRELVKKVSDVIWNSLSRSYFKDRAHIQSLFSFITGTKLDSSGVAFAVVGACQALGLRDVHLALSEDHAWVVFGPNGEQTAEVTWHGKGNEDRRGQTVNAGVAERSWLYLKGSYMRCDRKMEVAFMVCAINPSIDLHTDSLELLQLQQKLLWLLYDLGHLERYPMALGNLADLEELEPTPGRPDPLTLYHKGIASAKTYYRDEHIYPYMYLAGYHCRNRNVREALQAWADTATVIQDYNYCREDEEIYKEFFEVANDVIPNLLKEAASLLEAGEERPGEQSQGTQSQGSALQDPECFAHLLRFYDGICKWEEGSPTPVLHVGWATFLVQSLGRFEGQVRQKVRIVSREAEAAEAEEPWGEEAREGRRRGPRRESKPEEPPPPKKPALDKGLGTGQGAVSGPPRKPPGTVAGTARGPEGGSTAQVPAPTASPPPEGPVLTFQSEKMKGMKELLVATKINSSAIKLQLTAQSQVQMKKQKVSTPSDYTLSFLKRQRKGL
* marks the source's active call; other numbers are inactive results; ? = inconclusive; . = no result given; [ ] = dose if it differs, or a comment. Unless noted, calls come from the whole dose curve; as a rule, active = well fitted curve in the direction sought with a large enough effect; inconclusive = small, poorly fitted or top-dose-only effect, or another doubt; inactive = no such curve, though single readings can be large; an effect the other way counts as inactive or inconclusive. An excerpt; the hit share may differ from the screen's.

canonical_smiles	PKM2 activator	Gal4-VP16 FLuc	RORgamma inh	FLuc modulator	KCNH2 3.1 block	Rab9 promoter act	ELG1 repair inh	Mito fusion yeast	Menin-MLL TR inh	MBNL1 CUG block	NPC1 promoter act
Cc1ccccc1NC(=O)CCCCC(=O)Nc1ccccc1C	3%	-13%	-14%[1.91 µM]	0%	-1	-2%	-2%	-1%	3%	1%	-5%
CCOCCOC(=O)Cn1cnc2scc(-c3ccc(C)cc3)c2c1=O	-1%	0%	19%	-1%	-4	-5%	-14%	1%	3%	4%	-3%
CCC(C)(C(=O)NC1CCCCC1)N(CC1CCCO1)C(=O)CNC(=O)c1ccccc1 (stereo unspecified)	-6%	2%	-28%	3%	-17	0%	4%	1%	?	-2%	-1%
c1ccc(-n2cc(CN3CCCC(CN4CCCC4)C3)c(-c3ccc4c(c3)OCO4)n2)cc1 (stereo unspecified)	-2%	-13%	-31%	-7%	-17	-10%	13%	-10%	-5%	4%	0%
Cc1oc(-c2ccccc2F)nc1CS(=O)(=O)CC(=O)NCCN1CCCC1	.	-4%	-16%	1%	11	-6%	6%	0%	-6%	-4%	0%
CCCCCn1c(=O)[nH]c2cc(C(=O)NCCN3CCCCC3C)ccc2c1=O (stereo unspecified)	-6%	9%	-3%	2%	-4	2%	-2%	-23%	29%	-7%	-1%
O=C(Nc1cnn(Cc2ccc(Cl)cc2Cl)c1)c1noc2c1CCCC2	-3%	-8%	?	-15%	-9	2%	?	18%	8%	1%	0%
CCCCCC(=O)Nc1nc2ccccc2[nH]1	6%	?	6.3µM*	13µM*	-14	?	?	0%	9%	-1%	?
O=C(COc1ccc(Cl)cc1Cl)NCCCCc1ccccc1	-4%	0%	-5%	-19%	-4	3%	6%	-4%	-25%	-14%	-5%
OC1(c2cn(Cc3ccccc3)nn2)CCCCC1	3%	-10%	0%	-2%	2	8%	13%	-2%	3%	5%	3%
N/C(=N\OC(=O)CCC1CCCCC1)c1ccc([N+](=O)[O-])cc1	5%	24%	45%	-14%	15	1%	?	-5%	21%	?	-2%
C=CCNC(=O)c1ccc(-n2cccc2)cc1	-1%	0%	34%	?	.	?	?	10%	-2%	-2%	10%
COc1ccc2[nH]c(C(=O)NCc3ccccc3)c(C)c2c1	.	-7%	13%	-4%	5	17%	0%	-14%	30%[activator]	3%	1%
Cc1cc(OCC(=O)OCC(=O)N2CCc3ccccc32)ccc1Cl	.	.	.	.	0	2%	15%	3%	.	.	0%
O=C(CCSc1ccccc1)Nc1nnc(-c2cccs2)o1	-9%	10µM*	4.5µM*	-19%	4	1%	-2%	4%	22%	-12%	-2%
CNC(=S)N/N=C/c1c2ccccc2c(Cl)c2ccccc12	5%	5µM*	4.5µM*	-2%	-24	1%	8%	-10%	?	?	-4%
CC1=Nc2cc(C(=O)O)ccc2Sc2c(C)ccc(C)c21	-1%	1%	8%	?	5	-1%	2%	6%	10%	-7%	-1%
COCc1cc(C)nc(SCc2ccc(Cl)cc2)c1C#N	.	-2%	28%	0%	-6	-4%	0%	10%	43%[activator]	0%	0%
N#CCSc1nc2c(sc(=S)n2Cc2ccco2)c(=O)n1-c1ccc(F)cc1	14%	-6%	28%	-1%	-7	-6%	-12%	5%	-27%	18%	-3%
CCOC(=O)c1nnn(CC(=O)Nc2cccc(F)c2)c1C(=O)OCC	-3%	9%	31%	0%	8	8%	19%	0%	5%	6%	1%
CCCN(CCC)S(=O)(=O)c1cccc(-c2csc(C)n2)c1	0%	10%	6%	-1%	2	-4%	0%	-1%	.	-1%	-3%
N#C/C(=C(/O)COC(=O)CSc1ccc(Cl)cc1)c1nc2ccccc2[nH]1	-11%	11µM*	10µM*	2%	-19	4%	?	-3%	?	33%[activator]	5%
CCN1CCn2c1nc(N1CCCCC1)nc2=O	0%	1%	-28%	-1%	12	-3%	5%	-2%	-4%	-3%	0%
O=C(COc1ccc(NC(=O)c2ccccc2)cc1)c1ccccc1	-2%	-1%	27%	2.1µM*	-5	15%	14%	-1%	13%	-1%	?

An excerpt from above in order of heavy-atom count, low to high.
canonical_smiles	PKM2 activator	Gal4-VP16 FLuc	RORgamma inh	FLuc modulator	KCNH2 3.1 block	Rab9 promoter act	ELG1 repair inh	Mito fusion yeast	Menin-MLL TR inh	MBNL1 CUG block	NPC1 promoter act
CCN1CCn2c1nc(N1CCCCC1)nc2=O	0%	1%	-28%	-1%	12	-3%	5%	-2%	-4%	-3%	0%
CC1=Nc2cc(C(=O)O)ccc2Sc2c(C)ccc(C)c21	-1%	1%	8%	?	5	-1%	2%	6%	10%	-7%	-1%
O=C(COc1ccc(NC(=O)c2ccccc2)cc1)c1ccccc1	-2%	-1%	27%	2.1µM*	-5	15%	14%	-1%	13%	-1%	?
CCOC(=O)c1nnn(CC(=O)Nc2cccc(F)c2)c1C(=O)OCC	-3%	9%	31%	0%	8	8%	19%	0%	5%	6%	1%

Carrying on:
canonical_smiles	PKM2 activator	Gal4-VP16 FLuc	RORgamma inh	FLuc modulator	KCNH2 3.1 block	Rab9 promoter act	ELG1 repair inh	Mito fusion yeast	Menin-MLL TR inh	MBNL1 CUG block	NPC1 promoter act
COc1ccc(NC2CCCN(C(=O)CSc3ccccc3)C2)cc1OC (stereo unspecified)	8%	1%	-2%	-1%	-5	-2%	-28%	-4%	.	2%	-3%
Cc1ccc(NC(=O)CN2CCN(C(=O)C3CCCO3)CC2)c(C)c1 (stereo unspecified)	-1%	-2%	-8%	0%	.	5%	-2%	-1%	.	0%	2%
CCN1CCN(C(=O)c2ccc(S(=O)(=O)Nc3ccccc3)cc2)CC1	.	.	.	1%	-2	0%	13%	0%	.	.	0%
COc1ccc(S(=O)(=O)Nc2cc(C(=O)NC3CCCCCC3)ccc2N2CCOCC2)cc1	7%	-3%	?	7%	?	0%	-10%	-15%	-7%	-6%	-3%
COc1ccc(OCc2cc(C(=O)NCCN3CCCC(O)C3)no2)c(Cl)c1 (stereo unspecified)	-5%	-1%	-3%	?	2	-2%[1.84 µM]	?	-2%	.	-3%	2%
CC(C)CNC(=O)c1cccc(NC(=O)C(C)C)c1	-3%	-8%[10 µM]	42%	-2%	3	-3%	-2%	-2%	-8%	8%	-1%
Cc1ccc(NC(=O)NNC(=O)Cn2nc(-c3ccccc3)c(-c3ccccc3)c(C#N)c2=O)cc1	8%	-9%	4%	0%	9	-13%	-14%	-2%	-2%	?	-27%
CSc1nc2ccc(NC(=O)c3c(-c4ccccc4)noc3C)cc2s1	3%	-1%	8%	-1%	19	-5%	?	3%	.	18%	-5%
COc1ccc(NC(=O)CSc2nc3ccsc3c(=O)n2CCCCCC(=O)O)cc1	-3%	2%	5%	?	8	2%	1%	-2%	6%	-3%	0%
COc1ccc(S(=O)(=O)NCC(c2ccc(F)cc2)N2CCOCC2)cc1Br (stereo unspecified)	.	.	.	8%	2	0%	9%	9%	.	.	-1%
CCc1nn(C(C)C(=O)NCc2ccc(Cl)cc2)c(=O)c2cc3occc3n12 (stereo unspecified)	.	10%	2%	2%	16	0%	8%	12%	-1%	3%	-3%
CCc1cc(C(=O)NNC(=S)NCc2ccccc2)cs1	-3%	-16%	14µM*	-13%	-3	0%	18%	-4%	31%[activator]	-9%	-3%
